# High-throughput results (PubChem BioAssay)
# USP1-UAF1 inh – blocks the human USP1/UAF1 deubiquitinase complex; O94782; recombinant USP1/UAF1, Ub-Rhodamine cleavage fluorescence; Potency, µM (highest dose often 57.1 µM), for inactives: top-dose activity change, negative = inhibition, usual class: inhibitors; 0.23% of 390,000 active; note: potency is the fitted concentration of half-maximal effect; % is set by controls: 0 for no effect and ±100 for the full control effect; nearly all actives have a fitted effect of over 60% in size; inactives centre near -12
#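 Step one: compound is pinned into 1nM USP1/UAF1 in HEPES pH 7.8 buffer with TCEP. Step two: 15 min room-temperature incubation. Step three: Ub-Rho (150nM final) starts cleavage, tracked by fluorescence over six one-minute reads.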
# Vif-APOBEC3F blk – Vif-A3F binding inhibition | HeLa A3F-eYFP + Vif (tagged APOBEC3F with the HIV-1 protein that degrades it), YFP fluorescence increase | Potency, µM (titrated, usually from 46.1 µM), for inactives: at the highest dose activity, negative = active | 0.2% of 390,000 active; note: potency is the fitted concentration of half-maximal effect; % of control where 0% means no effect; nearly all actives have a fitted effect of over 65% in size
#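 Fluorescence increase (Ex 488/Em 500-530) after overnight compound treatment at 37 deg C flags inhibition of Vif-driven A3F-eYFP loss in stable HeLa A3F-eYFP/Vif cells seeded overnight beforehand.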
# RXFP1 agonist – RXFP1 (human) receptor agonism; HEK293T-RXFP1 cAMP TR-FRET, 30 min; response scale: percent of porcine relaxin response, buffer zero; 0.3% of 370,000 active; Potency, µM (top dose mostly 57.5 µM), for the others: at the top dose activation, actives largely listed as activators; note: potency is the fitted concentration of half-maximal effect; % is set by controls: 0 for no effect and ±100 for the full control effect; nearly all actives have a fitted effect of over 60% in size; many of its hits are not listed in these tables
# Target sequence (Q9HBX9 whole entry, looked up): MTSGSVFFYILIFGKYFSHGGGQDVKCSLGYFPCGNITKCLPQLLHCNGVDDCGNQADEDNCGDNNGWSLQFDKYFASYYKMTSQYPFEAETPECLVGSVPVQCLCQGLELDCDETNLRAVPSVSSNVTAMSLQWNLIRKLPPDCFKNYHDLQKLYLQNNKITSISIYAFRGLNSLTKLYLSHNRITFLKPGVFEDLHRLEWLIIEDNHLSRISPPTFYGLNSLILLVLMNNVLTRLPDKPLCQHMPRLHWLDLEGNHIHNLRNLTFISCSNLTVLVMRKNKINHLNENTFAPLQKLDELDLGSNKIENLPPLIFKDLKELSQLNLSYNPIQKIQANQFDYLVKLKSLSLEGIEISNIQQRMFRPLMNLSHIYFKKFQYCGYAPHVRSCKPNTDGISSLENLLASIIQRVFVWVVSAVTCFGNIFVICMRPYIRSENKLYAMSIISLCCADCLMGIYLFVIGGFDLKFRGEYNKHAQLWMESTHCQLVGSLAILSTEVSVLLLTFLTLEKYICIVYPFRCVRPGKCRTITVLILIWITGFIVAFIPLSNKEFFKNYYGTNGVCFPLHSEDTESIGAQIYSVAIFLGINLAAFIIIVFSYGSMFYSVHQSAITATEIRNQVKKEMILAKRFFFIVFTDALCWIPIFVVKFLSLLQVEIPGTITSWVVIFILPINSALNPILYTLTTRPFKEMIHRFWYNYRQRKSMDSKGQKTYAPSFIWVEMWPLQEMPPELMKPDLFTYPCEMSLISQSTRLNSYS
#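 HEK293 cells stably expressing RXFP1, treated 30 min at 37C with compounds plus PDE4 inhibitor Ro 20174; cAMP measured by HTRF TR-FRET. Normalized to buffer and 29 nM porcine relaxin; EC50 by Hill fit.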
# IDH1 R132H inh – human IDH1 R132H inhibition; O75874; IDH1-R132H enzyme, NADPH consumption, diaphorase/resazurin fluorescence; Potency, µM (top dose mostly 76.6 µM), for the others: top-dose activity change, negative = inhibition, usual class: inhibitors; 0.093% of 390,000 active; AID 602179; note: potency is the fitted concentration of half-maximal effect; % is set by controls: 0 for no effect and ±100 for the full control effect; nearly all actives have a fitted effect of over 65% in size
#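 IDH1-R132H (0.5 ug/mL) preincubated 30 min with compound, then NADPH (0.016 mM) and alpha-KG (2 mM) added; 80 min at RT, pH 7.5. Remaining NADPH coupled via diaphorase/resazurin to fluorescence (540/590 nm); concentration-response curves normalized to no-enzyme control.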
# TrxR1 substrate – rat thioredoxin reductase 1 substrate activity; purified TrxR1 substrate turnover, NADPH consumption readout; 0.01% of 390,000 active; Potency, µM (titrated, usually from 114 µM), for inactives: at the highest dose activity change, negative = substrate turnover; O89049; note: potency is the fitted concentration of half-maximal effect; % is set by controls: 0 for no effect and ±100 for the full control effect; nearly all actives have a fitted effect of over 50% in size
#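 Rat TrxR1, dispensed at 90 nM, was prereduced with 400 uM NADPH (final) for 5 min at ~22 deg C, then incubated with compound 15 min before 400 uM selenite. A first-read NADPH fluorescence drop versus no-compound background flagged substrates.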
# LDHA block – blocks human lactate dehydrogenase A; P00338; purified LDHA, NADH/diaphorase-resazurin fluorescence; active compounds read low; activity change, % (values are at about 110 or 230 µM); 0.15% of 480,000 active; AID 1347041; in the data active = activity change below about -30%; inconclusive = mostly about -25% to -30%;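 note: plate controls were DMSO wells for no effect and wells without enzyme for full effect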
#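 Enzyme activity of human lactate dehydrogenase 5 (2 nM; 0.06 mM NADH, 0.2 mM pyruvate, 5 min, RT) is measured via a resazurin/diaphorase fluorescence readout of residual NADH.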
# PI4K2A inh – PI4K2A (human) kinase inhibition; Q9BTU6; purified PI4K2A, ADP-Glo luminescence, 1 h; active compounds read low; activity change, negative = inhibition, % at 76.9 µM; 0.13% of 420,000 active; AID 1346378; in the data active = activity change below about -50%; inconclusive = mostly about -30% to -49%;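 note: -100% = wells without enzyme as full effect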
#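 In this quantitative HTS, ADP production by PI4K2A was quantified luminescently after 1 h at ambient temperature; 100 microM adenosine served as plate-quality control.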
# Glioma ERSR ind – inducers of ER stress response in human glioma cells | U87-MG GRP78 promoter luciferase reporter, 16 h | Potency, µM, for inactives: at the highest dose activation, most hits filed as activators | 0.02% of 420,000 active | AID 602332; note: potency is the fitted concentration of half-maximal effect; series mostly up to about 76 µM; % of control where 0% means no effect; nearly all actives have a fitted effect of over 35% in size
#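 Stably transfected U87-MG glioma cells carrying a GRP78-based luciferase sensor; 16 h compound incubation. Luminescence end-point read 10 min after Bright-Glo addition at room temperature.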
# Vif-A3G inh – blocks the Vif interaction with human APOBEC3G | AID 602310 | 0.076% of 410,000 active | HeLa A3G-eYFP + Vif (tagged APOBEC3G with the HIV-1 protein that degrades it), YFP fluorescence, overnight | Potency, µM (top dose mostly 46.1 µM), for inactives: at the top dose activity, negative = active, most hits filed as inhibitors | Q9HC16;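 note: potency is the fitted concentration of half-maximal effect; % is set by controls: 0 for no effect and ±100 for the full control effect; nearly all actives have a fitted effect of over 60% in size; hits raise eYFP signal because A3G escapes Vif-driven loss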
#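 Read-out is eYFP fluorescence (Ex 488/Em 500-530) from Vif-expressing HeLa A3G-eYFP cells; more signal means A3G escaped Vif-mediated degradation. Cells plated overnight, compound pinned in, incubated overnight at 37 deg C.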
# * hit, by the source's call; ? = inconclusive; nt = not tested or not shown; [ ] = another dose, or the depositor's remark. Unless noted, calls come from the whole dose curve; as a rule, active = well fitted curve in the direction sought with a large enough effect; inconclusive = small, poorly fitted or top-dose-only effect, or another doubt; inactive = no such curve, though single readings can be large; an effect the other way counts as inactive or inconclusive. This is a subset; the hit share may differ from the screen's.
SMILES,USP1-UAF1 inh,Vif-APOBEC3F blk,RXFP1 agonist,IDH1 R132H inh,TrxR1 substrate,LDHA block,PI4K2A inh,Glioma ERSR ind,Vif-A3G inh
COc1ccc(S(=O)(=O)Nc2ccccc2)cc1OC,-19%,-1%,3.2%,4%,10%[57.1 µM],-5,-2,2%,2%
CC(C)(C)OC(=O)N1CCC(C(=O)Nc2ccc(C(=O)N3CCCC3)cc2)CC1,-23%,0%,nt,16%,6%,2,0,-2%,-3%
C/C(=N\NC(=O)c1cc(C2CC2)nc2ccccc12)c1ccc(C)s1,-8%,-5%,0.2%,-4%,1%,-6,1,-4%,-24%
CCOC(=O)c1c(C)[nH]c(C)c1C(=O)COC(=O)c1ccc(OC)cc1,-12%,6%,-2.2%,4%,-4%[57.1 µM],-6,2,-5%,-5%
COc1ccc(CNC(=O)CCNS(=O)(=O)c2ccc(NC(C)=O)cc2)cc1OC,-7%,0%,0.4%,-2%,-1%,3,-5,0%,0%
CC1CCCC(C)N1C(=S)NCc1ccco1 (stereo not drawn),-15%,-7%,1.4%,8%,12%[57.1 µM],-11,-6,-3%,-2%
O=C(C1=C[C@@H](C2CC2)C[C@@H](OCCCCO)O1)N1CCN(Cc2ccccc2)CC1,-9%,9%,-0.1%,-1%[38.3 µM],3%,0,3,0%,0%
O=C(NCc1ccccc1)C1CCN(C(=O)c2cnn(-c3ccccc3)c2-n2cccc2)CC1,-22%,nt,-0.5%,nt,-2%,-7,2,nt,nt
C[C@H](NC(=O)OCc1ccccc1)c1nnc([C@H](Cc2ccccc2)NC(=O)OC(C)(C)C)o1,-28%,-4%,-0.2%,15%,6%,1,-3,0%,-5%
O=C(NCCO)c1scc2c1OCCO2,-6%,-3%,-1.0%,5%,1%,0,4,-5%,1%
CC(=O)Nc1ccc(-c2ccc(NC(C)=O)c(O)c2)cc1O,-3%,-3%,-0.1%,3%,-4%,10,-4,12%,-14%
COc1ccc2c(C)c(CCC(=O)NCc3ccc(OC)c(OC)c3)c(=O)oc2c1,?,-1%,2.5%,10%,14%,2,-6,-2%,3%

# Single records (already shown). Order of values: USP1-UAF1 inh | Vif-APOBEC3F blk | RXFP1 agonist | IDH1 R132H inh | TrxR1 substrate | LDHA block | PI4K2A inh | Glioma ERSR ind | Vif-A3G inh
# `O=C(NCCO)c1scc2c1OCCO2` is entered as -6% | -3% | -1.0% | 5% | 1% | 0 | 4 | -5% | 1%
# `CCOC(=O)c1c(C)[nH]c(C)c1C(=O)COC(=O)c1ccc(OC)cc1` is entered as -12% | 6% | -2.2% | 4% | -4%[57.1 µM] | -6 | 2 | -5% | -5%
# `O=C(NCc1ccccc1)C1CCN(C(=O)c2cnn(-c3ccccc3)c2-n2cccc2)CC1` is entered as -22% | nt | -0.5% | nt | -2% | -7 | 2 | nt | nt
# `COc1ccc(CNC(=O)CCNS(=O)(=O)c2ccc(NC(C)=O)cc2)cc1OC` is entered as -7% | 0% | 0.4% | -2% | -1% | 3 | -5 | 0% | 0%
# `CC1CCCC(C)N1C(=S)NCc1ccco1` (stereo not drawn) is entered as -15% | -7% | 1.4% | 8% | 12%[57.1 µM] | -11 | -6 | -3% | -2%

# (list continues)
SMILES,USP1-UAF1 inh,Vif-APOBEC3F blk,RXFP1 agonist,IDH1 R132H inh,TrxR1 substrate,LDHA block,PI4K2A inh,Glioma ERSR ind,Vif-A3G inh
CC(NS(=O)(=O)c1ccccc1)C(=O)Nc1ccc2c(c1)OCCO2 (stereo not drawn),0%,2%,0.5%,5%,7%,6,-1,-3%,0%
C=CCS(=O)(=O)N1CCCC(Cc2ccccc2C)(C(=O)OCC)C1 (stereo not drawn),-21%,-13%,-1.4%,-1%,8%,1,-7,-2%,4%
CCN1CCCC1CNS(=O)(=O)c1ccc(Br)cc1 (stereo not drawn),-25%,0%,5.2%,15%,9%,-3,-13,-6%,1%
Cc1ccc(-c2cc[n+](Cc3ccccc3)cc2)cc1,4%,4%,-0.4%,1%,26%[57.1 µM],-3,-1,-5%,8%
CCOc1cc(-c2nc(-c3ccc(-c4ccc(OC)cc4)nc3OC)no2)cc(OCC)c1OCC,?,-3%,2.1%,-10%,10%,-5,-3,-4%,-6%
O=C(COC(=O)CC1Sc2ccccc2NC1=O)NCc1ccccc1 (stereo not drawn),-21%,1%,1.1%,8%,-1%,0,1,-4%,-5%
N/C(CCS(=O)(=O)c1ccc(Cl)cc1)=N\OC(=O)c1ccccc1Cl,-15%,15%,1.1%,-3%,4%[57.1 µM],-3,3,0%,-25%
O=C(O)/C=C\C(=O)NCc1cccnc1,3%,-9%,0.6%,-2%,-2%[57.1 µM],-3,0,-3%,0%
COc1ccc(Nc2nccc(-c3cccc(N)c3)n2)cc1,-21%,-7%,2.2%,5%,0%,-1,-1,-5%,-9%
Cc1cccc(OCCOCCN2CCOCC2)c1C,?,0%,-0.5%,7%,12%,-12,-1,-1%,2%
COc1ccc(C2C(C(=O)c3ccc(C)o3)=C(O)C(=O)N2c2cc(C)on2)cc1OC (stereo not drawn),-14%,-4%,?,1%,-12%,1,-1,-1%,0%
CCC(=O)Nc1ccc(OCC2CCCO2)cc1 (stereo not drawn),-10%,-1%,0.5%,3%,2%,-4,-1,0%,-1%
On1nnc2ccccc21,-25%,-15%,3.4%,17%,33%[activator],-2,2,-3%,-5%
C=CCNC(=O)CSc1nc2sc(C)c(C)c2c(=O)[nH]1,-13%,-7%,2.5%,11%,1%,-5,-7,1%,-7%
Cn1c(=O)c2c(ncn2CC(=O)N2CCN(C(=O)c3ccco3)CC2)n(C)c1=O,-19%,-4%,14%,-1%,5%[57.1 µM],-5,3,-10%,-3%
CCn1c(Oc2ccccc2F)nc2c1c(=O)n(C)c(=O)n2C,0%,5%,4.7%,1%,1%,-10,2,-6%,5%
CCc1ccccc1OCc1nnc(N)s1,-24%,7%,0.7%,3%,-10%[57.1 µM],-3,-15,1%,-5%
CCOc1ccc(-c2c(C(=O)N/N=C/c3cccs3)nnn2-c2nonc2N)cc1,-8%,-21%,-0.3%,-8%,-7%,-5,-6,2%,0%
CN1C(=O)C(=O)N(CC(=O)N2CCc3ccccc32)C1=O,2%,-5%,-0.3%,-1%,12%[57.1 µM],-1,-5,1%,0%
C[C@@H]1CN([C@@H](C)CO)C(=O)CCCn2nncc2CO[C@H]1CN(C)C(=O)Nc1ccc(N2CCCCC2)cc1,1%,-2%,nt,-2%,nt,-4,-4,0%,-3%
O=C(O)/C(=C\c1cccs1)Sc1nnc(-c2ccc(F)cc2)o1,-18%,12%,1.2%,0%,-2%,-4,2,-5%,-6%
CC(COc1ccccc1)OC(=O)Nc1ccccc1 (stereo not drawn),-24%,4%,nt,4%,-11%,1,-3,4%,-4%
COc1cc(S(=O)(=O)Nc2ccccn2)ccc1F,-15%,0%,2.0%,-1%,14%[57.1 µM],-5,3,-4%,-6%
COc1ccccc1OCCNC(=O)C1CC(=O)N(Cc2ccc(C)cc2)C1 (stereo not drawn),-13%,-7%,1.2%,7%,4%,1,1,-4%,-2%
O=C(c1ccc(Cl)cc1)N1CCN(c2cccc3[nH]ccc23)CC1,-21%,-8%,0.8%,3%,2%,15,-3,-5%,-6%
O=C(N/N=C/c1ccsc1)c1ccc2c(c1)OCO2,-8%,0%,0.2%,1%,-7%,8,4,-5%,-3%
COc1ccc(S(=O)(=O)NCC(c2ccco2)N2CCN(c3ccc(F)cc3)CC2)cc1C (stereo not drawn),8%,3%,2.7%,-12%,-3%[57.1 µM],-1,-3,-3%,1%
O=C(c1ccccc1)N1CN2CN(C(=O)c3ccccc3)CC([N+](=O)[O-])(C2)C1,-21%,1%,-0.4%,-3%,1%,-11,-2,-6%,0%
CC(=O)Nc1ccc(S(=O)(=O)NC2CC3CCC2C3)cc1 (stereo not drawn),8%,0%,-0.1%,-5%,-1%,-9,2,1%,6%
Cc1c(Cl)cccc1NC(=O)C(=O)NCC(c1cccnc1)N1CCN(c2ccccc2)CC1 (stereo not drawn),-10%,0%,-0.4%,-8%,-11%,-4,-1,-3%,7%
COc1ccc(NC(=O)Cc2coc3cc(C)c(C(C)C)cc23)cc1S(=O)(=O)N1CCOCC1,-17%,2%,-0.9%,1%,-6%,13,-2,2%,-1%
O=C(Nc1cc(N2CCCCC2)ncn1)c1ccccc1,4%,7%,1.4%,4%,5%[11.4 µM],-7,-7,-2%,-1%
C[C@@]12C(C[C@H](O)[C@@]34C[C@@H](CCC13)[C@@H](CO)C4=O)[C@](C)(C(=O)O)CC[C@@H]2O (stereo partly drawn),nt,nt,nt,nt,nt,-12,-6,-3%,-2%
O=C(NCC1CCCO1)c1ccccn1 (stereo not drawn),-2%,-5%,-0.8%,3%,-9%,-3,-17,1%,0%
COCCOC1CCN(C(=O)C2CCC(=O)N(CCc3cccc(F)c3)C2)CC1 (stereo not drawn),-16%,-2%,4.3%,-1%,4%,-7,-2,3%,2%
C=CCc1cccc(/C=N/NC(=O)CCC(=O)Nc2ccc(C)cc2)c1O,-20%,2%,0.3%,2%,8%[0.0914 µM],-2,-6,-5%,-5%
COc1cccc(OCc2cc(C3Nc4ccccc4C(=O)N3Cc3ccco3)ccc2OC)c1 (stereo not drawn),-23%,-2%,2.1%,0%,37%[activator],-5,-2,-2%,0%
Cc1nc(NC(=O)c2ccco2)sc1C(=O)Nc1ccc(Br)cc1,-9%,-9%,1.8%,-3%,-8%,1,-2,0%,?
